Hsp70 act – Hsp70 transcriptional activation, primary screen. 0.04% of 200,000 active. HeLa Hsp70 promoter luciferase reporter, luminescence; scaled: vehicle 0, proteasome-inhibitor control 100%. AID 1203. activation, % at 10 µM;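 active = activation above the mean across all tested compounds plus 3 SD, cutoff set per campaign, cut at about 5.5% in these data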;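 note: 100% = MG132 at 30 µM as the positive control and 0% = DMSO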
NF-kB neuron act – NF-kB expression increase, human neuronal cells; 1.6% of 190,000 active; NF-kB reporter expression; stronger effect = higher value; fold change at 12.5 µM; in the data active = fold change above about 3.3
STAT3 activator – increases IL-6 driven STAT3 reporter signal; U3A cells, IL-6 STAT3-luciferase reporter, luminescence; 100% = signal with IL-6 EC80 alone; activation (% of control), % at 5.6 µM; 0.91% of 190,000 active;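 active = activation above the screen-wide mean of compound activation plus 3 SD, cut at about 130% in these data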;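 note: 0% = background luminescence of wells with medium and substrate only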
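Material: STAT1-lacking human U3A cells, STAT3 luciferase reporter | Benchmarks: IL-6-only wells as 100% reference | Probe or stimulus: IL-6 (33 ng/mL) | Timing: Compound 1 h, then IL-6 6 h at 37 °C | Detection: Luminescence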
FLuc inh counter – inhibits firefly luciferase, flagging false hits in luciferase inhibition screens; 1.5% of 200,000 active; P08659; inhibition, % at 10 µM; ATPLite firefly luciferase biochemical luminescence, 10 min;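 active = inhibition above about 50% when tested at 10 µM, limit read from the data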
Target sequence (P08659 whole entry, looked up): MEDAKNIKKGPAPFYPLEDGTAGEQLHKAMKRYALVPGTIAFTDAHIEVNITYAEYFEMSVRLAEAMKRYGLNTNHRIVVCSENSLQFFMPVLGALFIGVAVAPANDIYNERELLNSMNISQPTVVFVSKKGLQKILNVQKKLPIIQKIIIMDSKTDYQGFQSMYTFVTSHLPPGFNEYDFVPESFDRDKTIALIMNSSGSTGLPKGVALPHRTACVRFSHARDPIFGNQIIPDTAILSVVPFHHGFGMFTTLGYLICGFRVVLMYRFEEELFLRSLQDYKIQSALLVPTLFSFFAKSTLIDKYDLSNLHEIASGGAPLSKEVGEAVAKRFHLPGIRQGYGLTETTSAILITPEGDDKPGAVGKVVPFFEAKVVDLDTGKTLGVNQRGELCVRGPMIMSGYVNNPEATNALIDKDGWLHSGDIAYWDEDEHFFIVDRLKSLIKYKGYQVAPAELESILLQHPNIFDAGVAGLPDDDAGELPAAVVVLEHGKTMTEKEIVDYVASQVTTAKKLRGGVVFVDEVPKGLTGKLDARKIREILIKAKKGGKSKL
STAT1 blocker – STAT1 signaling inhibition; NIH 3T3 STAT1-luciferase reporter, IFN-gamma, luminescence; inhibition, % at 5.5 µM; 0.35% of 200,000 active; AID 920;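 active = inhibition above a set limit, the mean inhibition across all tested compounds plus 3 SD, cut at about 34% in these data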;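 note: 0% = IFN-gamma with DMSO and 100% = IFN-gamma with 300 µM nifuroxazide; values of inactives mirror those of a sister screen read the other way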
APP 5UTR inh – APP translation inhibition; SH-SY5Y APP 5'UTR-luciferase reporter, luminescence; AID 1285; inhibition, % at 2 µM; 0.82% of 190,000 active;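 active = inhibition above a set limit, derived from the sample mean plus 3 SD, cut at about 45% in these data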; note: values of inactives mirror those of a sister screen read the other way
RAM network inh – yeast RAM network inhibition; S. cerevisiae dse1pr::URA3 reporter, 5-FOA growth OD615, 2 d; analog-sensitive cbk1-as2 kinase mutant strain; inhibition, % at 50 µM; 1.8% of 190,000 active;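 active = inhibition above a set limit, 3 SD over mean compound inhibition, cut at about 8.4% in these data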;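 note: 0% = DMSO-only wells with no growth and 100% = 10 µM 1-NA-PP1 full growth; inhibition rescues growth on 5-FOA so higher OD means more RAM inhibition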
STAT1 activator – increases IFN-gamma driven STAT1 reporter signal; NIH 3T3 STAT1-luciferase reporter, luminescence; 100% = IFN-gamma alone, no compound; activation (% of control), % at 5.5 µM; 2.6% of 200,000 active;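 active = activation above the screen-wide mean activation plus 3 SD, cut at about 130% in these data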;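 note: raw ratio to IFN-gamma control signal so 100% means no change and 0% no light; values of inactives mirror those of a sister screen read the other way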
STAT3 blocker – reduces IL-6 driven STAT3 reporter signal; 0.89% of 190,000 active; U3A cells, IL-6 STAT3-luciferase reporter, luminescence; host cell line lacks STAT1; inhibition, % at 5.5 µM;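 active = inhibition above the mean inhibition across all screened compounds plus 3 SD, cut at about 44% in these data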;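 note: 0% = DMSO only wells and 100% = 100 µM nifuroxazide control wells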
APP 5'UTR act – activates APP 5'UTR luciferase reporter; AID 1276; SH-SY5Y APP 5'UTR luciferase reporter, luminescence; zero percent = DMSO vehicle wells; activation, % at 2 µM; 1% of 190,000 active;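 active = activation above a set limit, based on mean plus 3 SD of controls, cut at about 140% in these data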; note: values of inactives mirror those of a sister screen read the other way
* hit, by the source's call.

A first look:
SMILES	Hsp70 act	NF-kB neuron act	STAT3 activator	FLuc inh counter	STAT1 blocker	APP 5UTR inh	RAM network inh	STAT1 activator	STAT3 blocker	APP 5'UTR act
O=C(CN(C(=O)CCC(=O)Nc1nccs1)c1ccc2c(c1)OCO2)NCC1CCCO1 (stereo unspecified)	-0.2	0.95	97.6	-7.1	0.8	-7.4	1.4	99.3	5.5	7.4
CC1CCCN(c2ccc(/C=C(\C#N)c3nn(-c4ccccc4)c(N)c3C#N)cc2[N+](=O)[O-])C1 (stereo unspecified)	0.0	0.45	100.2	-3.1	13.2	-5.0	5.9	88.2	4.6	5.0

The list itself, previewed entries included:
SMILES	Hsp70 act	NF-kB neuron act	STAT3 activator	FLuc inh counter	STAT1 blocker	APP 5UTR inh	RAM network inh	STAT1 activator	STAT3 blocker	APP 5'UTR act
O=C(CN(C(=O)CCC(=O)Nc1nccs1)c1ccc2c(c1)OCO2)NCC1CCCO1 (stereo unspecified)	-0.2	0.95	97.6	-7.1	0.8	-7.4	1.4	99.3	5.5	7.4
CC1CCCN(c2ccc(/C=C(\C#N)c3nn(-c4ccccc4)c(N)c3C#N)cc2[N+](=O)[O-])C1 (stereo unspecified)	0.0	0.45	100.2	-3.1	13.2	-5.0	5.9	88.2	4.6	5.0
COCCCNC(=O)C(F)(F)C(F)(F)C(=O)NCCCOC	0.1	1.12	97.9	-1.3	1.1	5.4	1.7	99.0	8.8	-5.4
Cc1ccc(OCC(=O)OCC(=O)Nc2sccc2C(N)=O)cc1C	-0.3	1.03	86.2	1.7	4.5	-4.8	0.6	95.9	15.4	4.8
O=c1oc(-c2ccccc2NS(=O)(=O)c2ccccc2)nc2ccccc12	-0.2	1.1	98.1	-4.1	-4.3	0.3	1.8	104.0	2.6	-0.3
Cc1ccc(-c2nnn(CC(=O)NC3CCCc4ccccc43)n2)cc1 (stereo unspecified)	-0.5	1.01	95.9	-11.4	2.5	-9.0	5.6	97.7	8.6	9.0
COC(=O)C1=C(C)NC(C)=C(C(=O)OC)C1c1cc2ccc(C)cc2[nH]c1=O	-0.4	0.87	117.2	-4.8	9.8	-13.7	3.4	91.0	-17.2	13.7
CC(Cc1cccs1)NC(=O)Nc1ccccc1 (stereo unspecified)	0.3	1.26	96.3	2.0	-9.2	-27.2	-0.8	108.5	7.0	27.2
CC(=O)Nc1ccc(NC(=O)CSC2=NCCS2)cc1	-0.1	0.91	107.3	-6.0	-2.1	-10.1	-1.2	101.9	-6.5	10.1
Oc1ccc2ccccc2c1CN1CCN(c2ccccc2F)CC1	-0.1	1.07	103.6	-4.4	-11.2	-12.6	0.7	110.1	1.0	12.6
CC1CCCN(C(=O)COC(=O)c2ccc[nH]c2=O)C1 (stereo unspecified)	-0.1	1.05	99.6	-2.1	5.7	7.0	0.3	94.8	0.7	-7.0
COC(=O)Cn1cnc2c(nnn2Cc2ccc(Cl)cc2)c1=O	-0.2	0.87	104.2	-2.3	-0.6	5.1	1.6	100.5	-0.8	-5.1
COc1cc(OC)cc(C(=O)Nc2cccc(-c3ccc4nncn4n3)c2)c1	-0.2	1.09	84.6	-2.3	4.7	14.2	1.0	93.8	24.2	-14.2
O=C(c1ccc(N2CCN(C3CC(=O)N(Cc4cccs4)C3=O)CC2)cc1)c1cccnc1 (stereo unspecified)	-0.2	0.51	90.2	-8.9	7.8	3.9	6.0	92.1	17.4	-3.9
O=C1NC2(CCCc3ccccc32)C(=O)N1Cc1nnc(-c2ccccc2Br)o1 (stereo unspecified)	-0.1	0.8	103.8	1.4	16.1	-4.7	2.0	85.3	2.0	4.7
CC(=O)OC(C(=O)N1CCN(c2ccccc2F)CC1)c1ccccc1 (stereo unspecified)	-0.1	1.08	97.6	-6.8	-0.3	13.4	-0.1	100.3	6.7	-13.4
CCOC(=O)c1cnc(SC)nc1Oc1cccc(NC(=O)c2ccc(Cl)cc2)c1	0.0	1.07	101.8	-6.0	-1.3	4.7	6.7	101.2	-1.3	-4.7
CN(C)C(=O)CSc1nnc(-c2cc(-c3cccs3)nc3ccccc23)o1	-0.1	0.3	82.2	-2.5	-6.4	5.8	2.4	105.9	22.5	-5.8
CCn1ncc(/C=C/C(=O)NCc2cnn(C)c2C)c1C	0.5	0.83	101.2	-4.4	-9.9	3.8	0.3	109.1	3.4	-3.8
CC(=O)Nc1ccc(NC(=O)c2sc3nc4n(c(=O)c3c2C)CCCCC4)cc1	-0.4	0.75	81.2	-2.8	6.9	9.4	1.8	95.1	26.5	-9.4
N#C/C(=C\c1cn[nH]c1-c1ccc(Cl)cc1)C(=O)NCc1ccccc1	0.1	0.84	103.5	-3.5	3.1	-18.8	2.4	97.2	-3.9	18.8
Cc1nn(Cc2ccccc2Cl)c(C)c1NC(=O)/C=C/c1cnn(C)c1	-0.1	1.45	94.4	-6.8	0.2	2.5	0.7	99.8	10.8	-2.5
COc1cc(NC(=S)NCCN2CCOCC2)cc(OC)c1	-0.1	0.94	94.7	-3.3	9.8	-6.0	1.5	90.4	7.6	6.0
CC(C)(C)c1ccc(NC(=O)COC(=O)C2=COCCO2)cc1	0.2	0.81	110.8	-4.6	-22.7	-0.2	2.3	120.8	-8.3	0.2
Cc1cc(C(=O)C(=O)O)c(C)n1-c1ccc(Cl)c(Cl)c1	0.0	1.06	110.5	-8.6	1.7	11.4	2.4	98.6	-1.8	-11.4
COC(=O)c1cc(NC(=O)c2ccc(Cn3cc(Cl)cn3)o2)cc(C(=O)OC)c1	-0.2	0.99	99.2	-5.5	3.2	1.8	1.7	97.1	3.8	-1.8
COc1ccc(C(=O)/C=C/N(C)C)cc1OC	-0.1	0.96	111.3	-4.5	-3.6	8.0	1.5	103.3	-7.2	-8.0
CC(=O)N1CC(C)c2scc(C)[n+]2-c2ccccc21 (stereo unspecified)	-0.2	1.23	95.7	-3.7	3.8	-17.2	1.6	98.6	3.0	17.2
Cc1ccc(S(=O)(=O)N2CCCN(c3nc4cc(C)ccc4cc3C#N)CC2)cc1	-0.5	1.08	101.1	-5.0	5.0	8.6	4.7	101.5	2.5	-8.6
COc1ccc(S(=O)(=O)N(CC(=O)O)c2ccccc2)cc1	-0.3	1.22	93.6	-7.3	5.2	-3.5	0.8	95.2	11.4	3.5
COc1ccc(OCC(Cn2cnc3ccccc32)OC(C)=O)cc1 (stereo unspecified)	0.2	1.16	99.3	0.7	-2.6	-1.3	1.0	100.6	3.2	1.3
CCOc1ccc(NC(=O)c2cnccn2)cc1	-0.1	3.28	73.3	72.0*	-22.6	-149.6	0.9	126.4	33.3	149.6*
Cc1c(NC(=O)CN2C(=O)C3C4C=CC(C4)C3C2=O)c(=O)n(-c2ccccc2)n1C (stereo unspecified)	-0.3	0.75	105.8	-6.1	7.4	-4.8	2.1	93.3	-4.3	4.8
COC(=O)c1ccc(NC(=S)Nc2cccc(C)n2)cc1	-0.1	1.51	103.8	0.7	-13.6	-14.1	3.2	111.4	2.9	14.1
Cc1ccc(C2C(C(=O)c3cccs3)=C(O)C(=O)N2c2nnc(C)s2)cc1 (stereo unspecified)	0.0	1.23	86.5	4.1	-0.7	-16.3	5.3	100.3	20.4	16.3
O=S(=O)(c1ccccc1)c1nc(-c2ccco2)oc1N1CCOCC1	-0.2	1.14	104.4	-7.8	11.1	6.3	1.6	89.9	0.1	-6.3
O=C(O)C1CC(=O)N(c2ccc3c(c2)OCCO3)C1 (stereo unspecified)	-0.5	0.94	86.9	1.1	0.7	-17.1	0.8	99.4	18.8	17.1
COc1ccc(-c2csc(/C(C#N)=C/Nc3ccc4c(c3)OCCO4)n2)cc1	-0.3	1.12	107.8	-4.2	-1.2	-7.8	7.2	101.1	-7.0	7.8
CN=C(Nc1ccc2c(c1)OCO2)SC1CC(=O)N(c2ccccc2)C1=O (stereo unspecified)	2.1	1.06	99.0	-4.9	-0.3	-1.5	1.7	100.3	5.3	1.5
Cc1ccc(C(=O)NN2C(=O)CSC2=S)cc1	-0.3	0.91	98.2	-3.1	0.7	-17.1	1.5	99.3	4.4	17.1
Cc1c(NC(=O)C(C)OC(=O)/C=C/c2ccccc2)c(=O)n(-c2ccccc2)n1C (stereo unspecified)	-0.3	1.22	100.1	-7.4	1.4	0.3	0.6	97.4	6.7	-0.3
O=c1c2c(nc3cc(-c4ccc(F)cc4)[nH]n13)CCCC2	-0.3	3.36*	55.6	67.6*	-83.8	-167.6	2.9	176.7*	52.7*	167.6*
N#C/C(=C\c1ccccc1)C(=O)N(c1ccccn1)C1CCCCC1	-0.3	1.08	105.8	-3.6	7.5	-0.2	1.4	93.3	-4.2	0.2
CN1CCN(C(=O)CCNC(=O)Cn2ccc3ccccc3c2=O)CC1	-0.4	1	101.2	-3.6	-3.7	-12.2	-0.3	103.4	-4.6	12.2

An excerpt from above, limited to STAT1 activator and APP 5UTR inh:
mol	STAT1 activator	APP 5UTR inh
CC(C)(C)c1ccc(NC(=O)COC(=O)C2=COCCO2)cc1	120.8	-0.2
CC(=O)OC(C(=O)N1CCN(c2ccccc2F)CC1)c1ccccc1 (stereo unspecified)	100.3	13.4
COC(=O)C1=C(C)NC(C)=C(C(=O)OC)C1c1cc2ccc(C)cc2[nH]c1=O	91.0	-13.7
O=C(O)C1CC(=O)N(c2ccc3c(c2)OCCO3)C1 (stereo unspecified)	99.4	-17.1
Cc1ccc(C(=O)NN2C(=O)CSC2=S)cc1	99.3	-17.1
CCOc1ccc(NC(=O)c2cnccn2)cc1	126.4	-149.6
CC(=O)Nc1ccc(NC(=O)CSC2=NCCS2)cc1	101.9	-10.1

Assay outcomes from PubChem.
